FBA Mtb inh = Mtb fructose-bisphosphate aldolase inhibition | purified M. tuberculosis FBA, fluorescence read-out | inhibition, % at 1 µM | P9WQA3 | actives 2.3% (n = 360,000); in the data active means inhibition above about 27%;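 further: 0% = vehicle and 100% = reference inhibitor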
Target sequence (P9WQA3 whole entry, looked up): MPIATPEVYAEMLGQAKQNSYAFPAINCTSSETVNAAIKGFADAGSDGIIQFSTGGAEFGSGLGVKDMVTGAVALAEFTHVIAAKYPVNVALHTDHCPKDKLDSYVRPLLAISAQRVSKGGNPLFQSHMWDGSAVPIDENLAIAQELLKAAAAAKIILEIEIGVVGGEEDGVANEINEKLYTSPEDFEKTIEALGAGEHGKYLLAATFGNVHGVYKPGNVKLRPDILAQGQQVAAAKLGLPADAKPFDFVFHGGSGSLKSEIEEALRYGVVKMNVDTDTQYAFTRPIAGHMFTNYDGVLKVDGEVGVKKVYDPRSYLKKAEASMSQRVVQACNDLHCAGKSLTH
VHR inh abs = blocks human VHR1 dual specificity phosphatase | inhibition, % at 13.3 µM | actives 0.52% (n = 290,000) | recombinant VHR phosphatase, pNPP absorbance | P51452; in the data active means inhibition above about 50%; further: some compounds called inactive have numbers as strong as hits
Target sequence (P51452 whole entry, looked up): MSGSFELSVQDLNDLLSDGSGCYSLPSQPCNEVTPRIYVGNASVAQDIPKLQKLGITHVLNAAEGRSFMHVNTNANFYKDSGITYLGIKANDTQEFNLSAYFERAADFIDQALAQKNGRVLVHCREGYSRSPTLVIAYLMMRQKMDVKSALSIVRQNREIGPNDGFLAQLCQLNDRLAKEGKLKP
Rv3671c inh = inhibitors of M. tuberculosis serine protease Rv3671c; P9WHR9; inhibition, % at 5.96 µM; actives 0.048% (n = 320,000); AID 2606; in the data active means inhibition above about 38%;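 further: extracellular domain of Rv3671c used as enzyme; 0% = enzyme with DMSO and 100% = no enzyme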
Target sequence (P9WHR9 whole entry, looked up, the tested form may be a part): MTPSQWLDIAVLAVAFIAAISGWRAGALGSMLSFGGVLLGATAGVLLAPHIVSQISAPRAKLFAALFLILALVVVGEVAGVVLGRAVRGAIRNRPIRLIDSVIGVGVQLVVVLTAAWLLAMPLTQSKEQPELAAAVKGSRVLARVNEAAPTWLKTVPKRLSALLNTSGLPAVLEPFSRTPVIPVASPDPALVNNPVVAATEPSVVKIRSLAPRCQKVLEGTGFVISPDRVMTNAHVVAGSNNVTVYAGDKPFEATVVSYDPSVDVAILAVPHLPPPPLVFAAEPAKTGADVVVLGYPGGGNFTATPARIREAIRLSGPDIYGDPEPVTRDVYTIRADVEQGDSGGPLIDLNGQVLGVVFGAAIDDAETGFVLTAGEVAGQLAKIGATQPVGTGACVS
GDH-TPI counter = GDH-TPI coupled enzyme inhibition counter-screen. GDH-TPI coupled enzyme counterscreen, NADH absorbance. inhibition, % at 4.8 µM. actives 1.2% (n = 360,000). AID 588335; in the data active means inhibition above about 30%;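 further: 0% = DMSO wells and 100% = wells lacking the enzyme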
SARS 3CLpro inh = SARS-CoV 3CLpro protease inhibition. recombinant SARS-CoV 3CLpro, quenched FRET peptide cleavage. inhibition, % at 6 µM. actives 0.14% (n = 290,000). AID 1706; in the data active means inhibition above about 12%
BH1578 lux ind = induces V. cholerae light production without autoinducers | V. cholerae BH1578 lux reporter, luminescence, 6 h | activation, % at 18.7 µM | actives 0.16% (n = 350,000) | AID 588436; in the data active means activation mostly above about 9.7%, no sharp cut-off; further: not every result past the cut was called active; inactives centre near 0; reference of the scale not given here
MazEF act = MazEF (E. coli) toxin RNase activation; P0AE70; FAM/BHQ RNA-DNA oligo cleavage fluorescence, 5 h; activation, % at 20 µM; actives 0.32% (n = 350,000); in the data active means activation above about 50%
Target sequence (P0AE70 whole entry, looked up): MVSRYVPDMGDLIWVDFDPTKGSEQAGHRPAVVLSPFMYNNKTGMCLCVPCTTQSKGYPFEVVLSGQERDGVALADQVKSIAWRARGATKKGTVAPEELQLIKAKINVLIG
BioA inh = inhibitors of Mycobacterium tuberculosis BioA enzyme; purified M. tuberculosis BioA enzyme, plate reader; inhibition, % at 9.99 µM; actives 0.096% (n = 360,000); AID 602481; in the data active means inhibition above about 40%
UGM FP inh = inhibitors of M. tuberculosis UDP-galactopyranose mutase; P9WIQ1; purified UGM, fluorescence polarization probe displacement; inhibition, % at 10 µM; actives 0.06% (n = 320,000); in the data active means inhibition above about 10%, passing the limit was not always enough
SSB-PriA inh = inhibitors of Klebsiella pneumoniae PriA binding to SSB C-terminal tail | AlphaScreen SSBct-PriA binding, biotinylated peptide | inhibition, % at 33 µM | actives 0.6% (n = 430,000) | AID 1272365; in the data active means inhibition mostly above about 37%, no sharp cut-off; inactive means mostly below about 20%;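 further: plate controls were negative control peptide for no effect and reference peptide for full effect; strong numbers were not always called active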
An asterisk follows results filed as active; i = inactive; · = no result given; & = joins results of further samples.

SMILES	FBA Mtb inh	VHR inh abs	Rv3671c inh	GDH-TPI counter	SARS 3CLpro inh	BH1578 lux ind	MazEF act	BioA inh	UGM FP inh	SSB-PriA inh
CCn1cc(/C=C(\NC(=O)c2ccccc2F)C(=O)NCCN2CCOCC2)c2ccccc21	-6	35	-6	33*	0	-0.5	13	-1.4	0.9	-1
O=C(Nc1ccccc1)/C(=C/c1ccc([N+](=O)[O-])cc1)NC(=O)c1ccco1	-4	6	-19	21	-3	-0.3	9	-7.1	6.1	-9
O=C(CN1CCOCC1)N/N=C/c1c(O)ccc2ccccc12	2	14	11	23	1	i	-1	-0.5	-0.2	·
COc1ccccc1CNC(=O)COc1cccc(-n2cnnn2)c1	4	·	12	-3	·	-0.3	2	·	-1.0	-4
CCOC(=O)c1c(C)[nH]c(C)c1C(=O)CSc1nnc(-c2ccncc2)n1Cc1ccccc1	1	14	-3	11	2	i	-1	·	1.4	-16
Cc1ccc(C)c(N2CCN(S(=O)(=O)c3ccc4c(c3)CCN4C(=O)CCC(=O)O)CC2)c1	-2	29	-1	5	1	-3.1	0	1.6	1.0	-8
Cc1nc(SCc2ccc(C(=O)O)cc2)c2c(C)c(C)sc2n1	-1	36	-3	-5	-1	0.4	1	-0.8	0.7	-7
Cc1nc(CS(=O)(=O)c2ccc(Cl)cc2)cc(N2CCOCC2)n1	1	21	-8	3	2	-0.9	2	0.0	0.0	-14
COc1ccc(S(=O)(=O)Nc2ccc(NC(C)=O)cc2)cc1[N+](=O)[O-]	-4	4	-1	-11	3	i	-3	·	1.8	5
Cc1nonc1OCCn1c([N+](=O)[O-])cnc1C	-1	-8	-10	9	1	-0.2	-1	·	0.1	-2
CC(C)N1C(=O)CC(Nc2ccc(N3CCOCC3)cc2)C1=O (centres undefined)	-4	20	-6	-2	-1	-0.7	7	0.2	1.4	-2
Cc1ccc2nc(SCC(=O)Nc3ccc(C)c([N+](=O)[O-])c3)[nH]c2c1	2	24	-19	6	7	-0.3	6	·	-1.4	4
COc1ccc(-c2ccc3oc(-c4ccc(OC)cc4)c(-c4cc(OC)c(OC)c(OC)c4)c3c2)cc1	5	·	-11	9	·	i	0	-1.4	-1.4	-4
Cc1cc(C(=O)N2CCCC(N3CCN(c4cccc(Cl)c4)CC3)C2)no1 (centres undefined)	-4	14	-2	-1	-2	-1.4	-3	25	1.7	8
COc1ccc(/C=C2/C(=O)N=C3SCCN32)cc1	0	35	-2	16	-2	-0.6	-2	-1.0	0.2	4
CCOC(=O)c1ncn2c1CN(C)C(=O)c1cc(F)ccc1-2	-2	3&1	2	0	-3&-1	i	2	0.0	-2.5	-5
COCCNC(=O)/C(C#N)=C/c1ccc(OCC(=O)NC2CCCCC2)cc1	-5	12	-3	15	2	i	6	·	3.5	-1
COc1cc(/C=c2\s/c(=C\C(=O)C(C)(C)C)[nH]c2=O)cc(OC)c1OC	-11	13	-6	8	6	0.0	11	·	-0.1	·
CS(=O)(=O)c1ccccc1-c1nnc(NC(=O)c2cccc(N3C(=O)CCC3=O)c2)o1	3	·	4	14	·	i	-3	-1.5	·	3
CCOc1ncccc1C(=O)OCC(=O)c1ccc(Br)s1	-2	·	0	11	·	-0.7	-7	·	-2.5	-7
Cc1nc2ccccn2c1/C(O)=C1\C(=O)C(=O)N(CCN2CCOCC2)C1c1cccs1 (centres undefined)	2	9	-3	6	-5	-0.6	11	·	-2.9	·
CCOC(=O)c1c(N)sc(C(O)(C(F)(F)F)C(F)(F)F)c1-c1ccc(Cl)cc1	-2	12	-4	2	10	-1.2	-8	1.4	-3.6	4
COCC(C)N1CCC(Oc2ccc(C(=O)N3CCCC3)cc2)CC1 (centres undefined)	-3	15	-1	-4	-1	i	6	-1.4	0.6	0
Cc1ccc(NCN2C(=O)c3ccccc3C2=O)cc1Cl	-1	·	·	2	·	4.8	4	1.6	·	·
CCn1c(C(=O)O)c(CC(=O)Nc2cccc(C(F)(F)F)c2)c2ccccc21	1	7	-4	-5	7	-0.6	4	3.1	1.5	2
COc1ccc(C(=O)Nc2nnc(-c3ccco3)s2)cc1	12	20	-3	46*	0	-0.7	-2	0.1	-2.5	9
Cc1ccc(NC(=O)C(=O)NCCN2CCN(S(C)(=O)=O)CC2)cc1C	-1	31	-1	-8	6	0.7	-4	·	3.9	-3
CSCCC(NC(=O)COc1ccccc1)C(=O)OCCOc1ccc(F)cc1 (centres undefined)	0	·	-4	-6	·	-0.3	0	·	2.3	-9
Cc1noc(C)c1S(=O)(=O)N(C)CC(=O)NCc1ccccc1	0	8	-4	-8	-1	-6.2	0	-0.5	·	5
CC(C(=O)N1CCc2ccccc21)N(C)CC(=O)Nc1ccc(F)cc1 (centres undefined)	-2	·	-4	-2	·	-9.3	-12	1.5	-0.4	-5
Cc1cccc(Cc2c(C)[nH]c(=O)c(C#N)c2C)c1	3	22	-2	-5	1	i	-2	·	1.1	-4
O=C(c1ccc([N+](=O)[O-])cc1)N1CCN(C(=O)c2cccnc2)CC1	1	21	8	-2	3	0.7	-6	-2.0	1.7	-3
COc1cc(C)ccc1S(=O)(=O)NC(=O)C1(C)CCN1C(=O)COc1ccc(Cl)cc1 (centres undefined)	2	·	·	12	·	-0.3	·	-0.3	·	·
O=C(Cn1ncn2c(cc3sccc32)c1=O)NC1CCCC1	0	10	0	10	1	-0.4	-5	-0.8	-1.1	-2
CCCCOc1ccc(C(=O)N(C)CC(=O)Nc2ccc(C)cc2)cc1	0	-3	3	8	-1	-0.5	9	0.0	1.5	-1
CCN1CCN(C(c2cccs2)C(C)NC(=O)c2cccc(OC)c2OC)CC1 (centres undefined)	1	0	-3	5	2	-0.3	1	-1.0	-2.9	-6
O=C(Oc1ccc(-c2ccccc2)cc1)N1CCCCC1	3	7	5	2	-2	i	2	-0.7	1.7	-9
Cc1cc(OCCN2CCOCC2)ccc1[N+](=O)[O-]	-2	-3	9	15	-3	0.2	1	·	0.8	-3
N/C(COc1ccc(C(=O)O)cc1)=N\O	-2	0	7	5	1	-0.6	2	-1.1	2.9	·
COc1ccc(CN2CCN(CCc3ccccc3)C(CCO)C2)cc1Cn1cncn1 (centres undefined)	-4	34	-10	4	-1	i	3	0.0	-2.6	-12
CCN(Cc1nc2ccccc2c(=O)[nH]1)Cc1cc(=O)oc2cc(C)c(C)cc12	-2	·	-6	3	2	i	-5	0.5	2.9	5
Cc1ccc(C(=O)N(CCc2ccccc2)Cc2ccccc2)cc1S(=O)(=O)N1CCOCC1	1	·	·	9	·	i	4	-1.6	·	2
COc1ccc(NC(=O)c2cc(-c3cccnc3)nc3c(C)c(C)ccc23)c(OC)c1	0	32	-11	6	-2	-0.2	-10	-0.9	-1.5	2
COc1ccc(OC)c(N(CC(=O)Nc2cccnc2)S(=O)(=O)c2ccc(C)cc2)c1	2	6	-1	12	-3	1.5	5	0.4	-4.1	-4
CCCn1c(N)c(N(CCOC)C(=O)C(C)Oc2ccc(F)cc2)c(=O)[nH]c1=O (centres undefined)	-2	·	3	0	·	i	0	·	-0.6	1
Cc1ccc(C(=O)NCCNC(=O)COc2ccc(C)c(C)c2)cn1	2	11	-6	4	0	-0.5	5	-1.0	0.4	-8
COc1ccccc1NS(=O)(=O)c1ccc(C(=O)N2CCN(c3ccccc3)CC2)cc1	0	·	-7	-9	·	i	4	4.9	1.7	0
Cc1cccc(CN2CCCC(C(=O)N3CCCCC3)C2)c1 (centres undefined)	0	23	3	8	-1	i	6	-0.2	-1.3	-4
Cc1cccc(NC(=O)COC(=O)C2COc3ccccc3O2)c1C (centres undefined)	0	·	1	9	·	i	1	-1.3	-1.6	4
Cc1ccc(NC(=O)COC(=O)CCc2c(C)nc3ncnn3c2C)cc1	0	·	-9	1	·	i	0	0.8	-0.5	-9

Compound profiles, from the list above. Order of screens: FBA Mtb inh, VHR inh abs, Rv3671c inh, GDH-TPI counter, SARS 3CLpro inh, BH1578 lux ind, MazEF act, BioA inh, UGM FP inh, SSB-PriA inh
Record of Cc1cc(OCCN2CCOCC2)ccc1[N+](=O)[O-] : -2, -3, 9, 15, -3, 0.2, 1, ·, 0.8, -3
Record of Cc1cccc(Cc2c(C)[nH]c(=O)c(C#N)c2C)c1 : 3, 22, -2, -5, 1, i, -2, ·, 1.1, -4
Record of Cc1cccc(NC(=O)COC(=O)C2COc3ccccc3O2)c1C (centres undefined) : 0, ·, 1, 9, ·, i, 1, -1.3, -1.6, 4
Record of CCN(Cc1nc2ccccc2c(=O)[nH]1)Cc1cc(=O)oc2cc(C)c(C)cc12 : -2, ·, -6, 3, 2, i, -5, 0.5, 2.9, 5
Record of Cc1ccc(NC(=O)COC(=O)CCc2c(C)nc3ncnn3c2C)cc1 : 0, ·, -9, 1, ·, i, 0, 0.8, -0.5, -9

Remaining list, next part:
SMILES	FBA Mtb inh	VHR inh abs	Rv3671c inh	GDH-TPI counter	SARS 3CLpro inh	BH1578 lux ind	MazEF act	BioA inh	UGM FP inh	SSB-PriA inh
COCCCN1C(=O)C(=O)/C(=C(/O)c2ccc(S(=O)(=O)N3CCCCC3)cc2)C1c1ccc(O)cc1 (centres undefined)	0	-25	1	5	-6	-0.3	13	-1.5	1.3	·
O=C1CC(c2ccccc2)CC(O)=C1C=NC1CCCCC1 (centres undefined)	0	-16	2	7	0	-2.4	-19	-1.3	-0.3	-9
O=C(Nc1ccc([N+](=O)[O-])cn1)c1ccc2c(c1)OCO2	1	8	3	8	2	-0.6	-7	·	-0.5	-7
NC(=O)c1ccc(C(F)(F)F)n(Cc2c(Cl)cccc2Cl)c1=O	-3	17	-3	7	0	-0.6	-4	-3.8	2.0	-4
COCC(=O)NC(C)c1nc2ccccc2[nH]1 (centres undefined)	-1	12	-2	0	2	i	-4	-2.2	-1.1	-8
C/C(=N\NC(=O)CNc1cccc(C(F)(F)F)c1)c1cccc(Br)c1	-1	-17	3	-4	5	-0.3	8	·	-2.9	·
Cc1sc2nc(C3CCCCC3)nc(SCC(=O)N3CC(=O)Nc4ccccc43)c2c1C	-8	19	9	8	1	i	-2	0.3	0.1	5
COc1ccc(/C=N/NC(=O)COc2ccc3ccccc3c2)c(C(=O)O)c1OC	0	33	8	2	-4	3.1	0	0.6	3.8	·
O=C(CCN1C(=O)C2C3CCC(C3)C2C1=O)Nc1ccc(F)cc1 (centres undefined)	-4	-2	·	6	-2	-0.3	8	-0.9	·	2
O=C(COC(=O)c1cccnc1Cl)Nc1nc(-c2ccccc2)cs1	0	19	-14	-1	-1	i	2	·	-3.6	-1
Cc1c(NC(=O)CSc2nnc(-c3ccncc3)n2C)c(=O)n(-c2ccccc2)n1C	-1	·	·	1	·	0.6	6	-1.6	·	·
COCC1CCN(Cc2nc(COc3ccccc3)no2)C1 (centres undefined)	7	25	10	6	-2	-0.1	8	1.8	-0.8	-11
CNS(=O)(=O)Cc1ccc2[nH]cc(CCN(C)C)c2c1	5&-3	10	3&-1	14&-2	-6	-3.8&-0.3	3&6	-1.1&-1.2	0.3&-0.3	-1
Cc1ccccc1N/C(=N/S(=O)(=O)c1ccccc1)c1ccc(F)cc1	-5	13	0	5	5	i	-1	·	-1.9	·
CC(/C=N/NC(=O)c1cc(C(C)(C)C)[nH]n1)=C\c1ccccc1	0	12	-7	11	-1	-4.5	11	·	0.7	·
Cc1ccc2cc(C(c3nnnn3C3CCCC3)N(Cc3ccco3)Cc3cccs3)c(=O)[nH]c2c1 (centres undefined)	2	22	-16	14	2	i	-22	-0.9	0.7	10
COC(=O)CN1C(=O)[C@H]2[C@@H](c3ccc(C)o3)N3C(=O)CN(Cc4ccccn4)C(=O)[C@@]3(Cc3ccccc3)[C@H]2C1=O	-2	25	9	5	1	-0.4	-2	-1.6	2.8	-15
Nc1nnc(/C=C/c2cccc([N+](=O)[O-])c2)s1	0	-5	0	44*	-2	i	-10	-2.4	-2.9	-9

These rows are one share of the data; the hit share may differ from the screen's.
